Efflux pump inh – inhibitors of Candida antifungal efflux pumps expressed in yeast; S. cerevisiae Candida pump triplex, Nile Red efflux; inhibition, % at 10 µM; 330,000 compounds, 0.44% hits; AID 485275;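 active = plate passing quality check with inhibition over a set limit, or well fluorescence over plate mean plus 4 SD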;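 note: Nile Red retained in pooled yeast measured as flow cytometry median fluorescence; 0% = buffer negative control and 100% = Enniatin B positive control; higher means more Nile Red kept so more efflux inhibition; some compounds called inactive have numbers as strong as hits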
PREPL inh – human PREPL enzyme inhibition; Q4J6C6; recombinant PREPL, fluorescence polarization activity-based probe; inhibition, % at 5.96 µM; 320,000 compounds, 0.68% hits; AID 2751; in the data active = inhibition above about 43%;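 note: 0% = enzyme with DMSO and 100% = wells lacking enzyme; many of its hits are not listed in these tables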
Target sequence (Q4J6C6 whole entry, looked up): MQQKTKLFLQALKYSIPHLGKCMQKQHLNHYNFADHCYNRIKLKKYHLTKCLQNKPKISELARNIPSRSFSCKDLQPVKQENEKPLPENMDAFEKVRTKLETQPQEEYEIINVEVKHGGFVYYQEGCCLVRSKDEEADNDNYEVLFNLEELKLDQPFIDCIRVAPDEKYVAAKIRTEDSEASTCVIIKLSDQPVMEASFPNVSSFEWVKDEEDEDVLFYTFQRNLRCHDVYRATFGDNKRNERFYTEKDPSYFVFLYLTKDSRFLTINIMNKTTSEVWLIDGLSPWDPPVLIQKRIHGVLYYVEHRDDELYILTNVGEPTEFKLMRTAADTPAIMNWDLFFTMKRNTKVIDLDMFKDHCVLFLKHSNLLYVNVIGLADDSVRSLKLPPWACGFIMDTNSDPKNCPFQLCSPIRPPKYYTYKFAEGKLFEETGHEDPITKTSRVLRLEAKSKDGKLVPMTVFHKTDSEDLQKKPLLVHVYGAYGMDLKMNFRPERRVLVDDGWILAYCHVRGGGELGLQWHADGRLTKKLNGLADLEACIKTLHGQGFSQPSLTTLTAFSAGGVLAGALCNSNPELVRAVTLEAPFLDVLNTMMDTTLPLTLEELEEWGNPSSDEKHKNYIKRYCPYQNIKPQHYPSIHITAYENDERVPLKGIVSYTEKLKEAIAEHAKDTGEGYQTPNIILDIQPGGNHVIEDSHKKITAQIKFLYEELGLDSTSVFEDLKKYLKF
TPT1 inhibitor – inhibitors of Candida albicans tRNA 2'-phosphotransferase TPT1 | AID 1962 | recombinant caTPT1, FP RNA substrate dephosphorylation | inhibition, % at 5 µM | 300,000 compounds, 0.81% hits;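 active = inhibition above the mean of all tested compounds plus 3 SD, set per screening campaign, cut at about 24% in these data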;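 note: plate controls were DMSO alone for no effect and ferristatin control at 100 nM for full effect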
LYPLA2 inh – blocks human lysophospholipase 2, a PME1 counter-screen; recombinant LYPLA2, FP-Rh probe fluorescence polarization; inhibition, % at 5.9 µM; 320,000 compounds, 0.38% hits;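 active = inhibition above the screen-wide mean plus 3 SD, limit set per campaign, cut at about 26% in these data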;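 note: 0% = LYPLA2 with DMSO and 100% = wells lacking LYPLA2 enzyme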
Target sequence (O95372 whole entry, looked up): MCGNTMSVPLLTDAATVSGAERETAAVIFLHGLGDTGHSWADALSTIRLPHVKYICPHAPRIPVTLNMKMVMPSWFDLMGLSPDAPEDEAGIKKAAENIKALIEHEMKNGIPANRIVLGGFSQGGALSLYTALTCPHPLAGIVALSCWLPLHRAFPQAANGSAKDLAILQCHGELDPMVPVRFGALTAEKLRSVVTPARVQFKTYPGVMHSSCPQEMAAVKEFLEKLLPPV
PP5 primary – PP5 (human) phosphatase inhibition; P53041; purified PP5c, OMFP substrate fluorescence; AID 1987; 320,000 compounds, 0.18% hits; inhibition, % at 6.7 µM;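 active = inhibition above the campaign's mean inhibition across all tested compounds plus 3 SD, cut at about 9.5% in these data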;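 note: 0% = DMSO only and 100% = 100 µM cantharidin control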
GASC-1 inh – human JMJD2C demethylase inhibition; Q9H3R0; GST-JMJD2C(1-420) H3K9me3 demethylation, DELFIA europium; inhibition, % at 2.35 µM; 330,000 compounds, 0.069% hits; AID 2099;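 active = more than half of a compound's replicate wells show inhibition beyond 50%, single wells judged on their own value; inconclusive = some, but no more than half, of replicates pass 50% inhibition; inactive = no replicate passes 50% inhibition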;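 note: signal counts dimethyl H3K9 product captured on neutravidin plate; 0% = median of DMSO wells and 100% = 0.3 times that DMSO median; strong numbers were not always called active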
PP1 inh – counter-screen for PP5 inhibitors: inhibitors of human PP1-alpha; P62136; purified PP1alpha, OMFP fluorescence; inhibition, % at 6.7 µM; 320,000 compounds, 0.9% hits;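 active = inhibition above the mean inhibition of all tested compounds plus 3 SD, computed separately for each screening campaign, cut at about 15% in these data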
HCV core dimer – blocks dimerization of HCV core protein. inhibition, % at 5 µM. 300,000 compounds, 0.33% hits. TR-FRET GST/Flag-core106 dimerization, 1536-well. AID 1899;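 active = inhibition above the mean of all tested compounds plus 3 SD, set per screening campaign, cut at about 45% in these data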
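Assay system: Tagged HCV core106 pair (GST and Flag) | Buffer or medium: KF-containing HEPES buffer, pH 7.45, DTT, CHAPS, BSA | Also added: Eu donor and XL665 acceptor anti-tag antibodies | Dosing: One concentration, 5 µM, in 0.5% DMSO | Timing: 4 h at 22.5 °C | Technique: TR-FRET 671 and 617 nm emission | Repeats: Singlicate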
CTSL1 counter – blocks F. hepatica cathepsin L1 in PFM18AAP counter-screen; recombinant F. hepatica cathepsin L1, Z-Leu-Arg-MCA fluorescence; 300,000 compounds, 0.49% hits; inhibition, % at 5.96 µM; AID 1906;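 active = inhibition above the mean of all tested compounds plus 3 SD, set per screening campaign, cut at about 17% in these data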;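 note: 0% = plate median of test compound wells and 100% = 1 µM Z-Phe-Ala-diazomethylketone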
Active calls of the source: *; ? = inconclusive; . = no result given.

Results follow in this order: Efflux pump inh	PREPL inh	TPT1 inhibitor	LYPLA2 inh	PP5 primary	GASC-1 inh	PP1 inh	HCV core dimer	CTSL1 counter
CCN(CC)c1ccc2cc(C(=O)O)c(=O)oc2c1
 : 0.2	17.1	18.6	7.7	3.5	4.7	2.9	-0.1	5.2
O=C(COC(=O)CCSc1ccc(Cl)cc1)NCc1ccccc1
 : 0.1	1.6	-2.5	1.7	4.7	4.1	-1.0	1.4	-23.3
O=S(=O)(c1ccc(S(=O)(=O)N2CCN3CCCC3C2)cc1)N1CCCC1 (stereo not given)
 : 0.0	-1.7	1.3	-4.5	-0.8	-4.1	-2.1	-5.3	0.9
CCC(C)C(NS(=O)(=O)c1ccc(C)cc1)C(=O)Oc1ccc2c3c(c(=O)oc2c1)CCC3 (stereo not given)
 : 0.0	-4.2	0.2	-4.1	-0.9	28.8	6.0	13.2	-1.1
C=CCn1c(NC(=O)c2ccc(Br)o2)c(C(=O)OCC)sc1=S
 : 0.2	7.7	1.6	5.7	3.8	?	-0.4	-6.4	1.9
CCOc1ccc(N2CC(C(=O)NC(C)C)CC2=O)cc1 (stereo not given)
 : 0.4	-1.9	4.3	6.0	2.1	-1.1	-1.0	-2.1	-9.7
COc1cccc(/C=N/Nc2ncnc3scc(-c4ccccc4)c23)c1O
 : 0.1	29.3	6.5	-1.8	4.3	9.5	25.9*	3.4	1.0
CCC(=O)NC(=S)Nc1ccc(Cl)cn1
 : 0.0	3.7	-5.2	1.4	3.4	4.3	-6.1	3.4	1.4
O=C(c1ccc2c3n(nc2c1)-c1ccccc1CO3)N1CCOCC1
 : 0.0	-4.4	-3.0	-1.8	-0.2	8.5	0.0	7.5	-0.2
CCN(CC)CCNC(=O)COc1ccc(Cl)cc1Cl
 : 0.0	-14.5	-1.7	-2.0	-0.4	-11.5	2.0	-1.5	-1.3
N#Cc1nc(-c2ccc(F)cc2)oc1NCc1cccc2c1OCO2
 : -0.1	8.1	1.4	2.5	4.4	-3.8	2.0	-0.2	-1.0
COc1cc(N=Nc2ccc3ccccc3c2)ccc1O
 : -0.1	28.2	-3.7	-3.0	4.8	17.5	2.5	-19.4	0.6
Cc1ccc2occ(/C=C/C(=O)c3ccccc3O)c(=O)c2c1
 : -0.1	23.2	5.0	-9.5	-2.4	1.6	-3.6	3.4	-9.1
CC1=C(C(=O)OCCOC(C)C)C(c2cccc3ccccc23)NC(=O)N1 (stereo not given)
 : 0.0	13.2	-1.0	-2.8	-0.2	5.6	-1.4	1.9	-2.9
CC(=O)NCCC1CCCCN1Cc1nc(Cc2cccc(C(F)(F)F)c2)no1 (stereo not given)
 : 0.0	21.3	-1.0	0.6	-0.3	15.1	-0.6	-1.1	5.7
CCOCCCNC(=O)C1CC(=O)N(CCc2ccccc2)C1 (stereo not given)
 : 0.0	0.6	2.3	-0.9	-1.1	-9.7	-3.8	2.8	1.0
Cc1ccc(C(=O)N/C(=C\c2sccc2C)C(=O)NCc2ccncc2)cc1
 : 1.8	12.4	-2.7	-3.3	2.2	-5.1	1.4	-8.0	-8.3
CCOc1ccc(C(=O)Nc2nnc(C(C)C)s2)cc1OCC
 : 0.1	-2.1	-3.2	-2.5	-0.7	34.6	0.3	-2.0	0.8
COc1ccc(CCNC(=O)CC2SC(N)=NC2=O)cc1OC (stereo not given)
 : 0.0	-11.4	2.5	1.9	3.6	0.2	-4.1	6.2	-3.8
CCN(CC)CCNC(=S)Nc1ccc2nc(N3CCCC3)cc(C)c2c1
 : -0.2	25.6	-6.5	-2.0	0.9	-4.3	3.3	-0.3	-9.1
CC(C)(C)c1ccc(S(=O)(=O)Nc2ccc3c(c2)COC3=O)cc1
 : 0.3	16.9	1.1	-1.5	0.4	-15.9	0.7	5.8	6.2
COc1ccc(S(=O)(=O)NCC2CCCN(C(=O)c3sccc3C)C2)cc1 (stereo not given)
 : -0.1	1.9	0.2	-0.7	-0.3	2.8	-4.1	4.9	2.0
Cc1cc([N+](=O)[O-])nn1CC(=O)NCc1cccs1
 : -0.3	2.4	-1.7	-1.0	2.4	5.8	-1.1	-5.2	-1.0
CCN(CC(=O)Nc1ccc(NC(C)=O)cc1)C(=O)c1cc2c(s1)CCCCC2
 : -0.1	13.8	.	-3.7	1.5	-0.7	-1.7	.	.
O=C(CCCC(=O)OCC(Cl)=C(Cl)Cl)Nc1cccc(F)c1
 : 0.0	0.7	-0.8	3.4	3.2	12.8	2.4	-9.1	-5.4
COc1ccc(OC)c(-c2cc(C(=O)N3CCOCC3)no2)c1
 : -0.1	3.3	2.9	-4.2	2.2	-20.0	8.1	-11.7	-2.2
N/C(=N\OC(=O)c1ccc(Cl)cc1)c1ccccn1
 : -0.2	6.0	-2.4	0.0	0.5	8.0	-2.3	-0.1	-2.6
C=CCn1cc([N+](=O)[O-])nc1C
 : -0.1	1.1	0.7	-5.8	0.0	-3.1	-1.8	0.8	-1.0
NC(=O)c1cc2cc(Cl)ccc2oc1=O
 : -0.1	3.6	0.0	7.6	1.1	8.3	-1.2	-5.7	0.4
O=C(O)c1ccc(/C=N/NC(=O)c2ccc(NS(=O)(=O)c3cccs3)cc2)cc1
 : -0.1	14.7	-1.4	-2.4	-1.4	0.9	6.8	-4.1	9.9
Cc1cc(/C=C2/SC(=S)N(c3cccc(C(F)(F)F)c3)C2=O)c(C)n1-c1cccnc1
 : 0.2	-0.2	87.7*	3.4	-1.0	-22.1	15.0	12.6	3.1
C=CCN1C(=O)CS/C1=N\N=C\c1cccc([N+](=O)[O-])c1
 : -0.2	-17.6	-1.8	4.7	1.7	-1.5	0.7	6.8	1.1
CCOC(=O)C1=C(COC(=O)/C=C/c2ccccc2)NC(=O)NC1C (stereo not given)
 : 0.1	-2.1	3.8	-0.6	0.8	25.3	-3.2	-3.7	-0.1
COc1ccc(Cl)cc1C(=O)Nc1ccccc1N1CCCCC1
 : 0.1	8.1	-0.3	5.2	2.0	3.7	1.3	5.6	-0.4
Cc1nc2sccn2c(=O)c1Br
 : 1.5	9.8	-0.2	-7.2	1.3	-6.8	-2.6	-4.8	-3.3
CSc1nc2nc3c(cc2c(=O)n1-c1ccc(C)cc1)COC(C)(C)C3
 : 0.2	9.9	0.5	10.3	1.3	2.1	2.2	-1.0	-0.2
CC1CN(C(=O)CN2C(=O)c3ccccc3C2=O)CC(C)O1 (stereo not given)
 : 0.0	0.6	-1.4	-2.0	-1.1	-7.0	-2.7	-0.4	-2.7
CN1C(=O)/C(=C2\SC(=S)N(C(CCC(=O)O)C(=O)O)C2=O)c2ccccc21 (stereo not given)
 : -0.2	17.7	-4.7	4.7	1.2	37.3	1.5	-4.0	3.5
CCOC(=O)CCC(=O)OCC(=O)NC(C)C1CC2CCC1C2 (stereo not given)
 : 0.0	-2.2	-2.0	-5.7	1.5	0.0	-3.4	-0.5	-37.5
Cc1cc(OC(=O)c2ccc(S(=O)(=O)N(C)C)cc2)cc(=O)o1
 : -0.2	-6.7	1.8	-1.7	1.5	-1.4	-0.8	2.4	-3.1
Cc1ccc(-c2cc(C(=O)NCCc3ccccn3)c3ccccc3n2)c(C)c1
 : -0.2	5.8	-1.1	-1.6	1.6	-2.0	2.7	-7.7	2.9
O=C(O)/C=C/c1ccc(-n2ccnc2)cc1
 : -0.1	3.9	-0.7	5.4	-0.6	10.7	-8.3	-0.5	-0.8
Cc1nn(-c2ccccc2)c(C)c1NC(=O)COC(=O)c1cc(Cl)ccc1O
 : 0.1	7.5	-1.7	7.4	2.1	5.4	-5.0	-4.4	0.7
CCOc1cc(/C=N/O)cc(Cl)c1OC
 : 0.0	-2.3	-4.2	9.1	0.2	4.4	-1.8	-5.1	0.1
Cc1ccc(C(=O)N/C(=C/c2ccco2)C(=O)NCCc2c[nH]c3ccccc23)cc1
 : -0.6	-0.5	-2.0	2.3	1.4	-13.0	1.4	-3.0	0.6
Cc1cc(NC(=O)CCC(=O)N(CC(=O)NC2CCCC2)c2ccc(C)c(F)c2)no1
 : 0.0	2.6	-1.3	1.2	0.9	4.7	1.4	-6.4	0.0
CC(=O)N1CCC(C(=O)OCc2ccccc2F)(c2ccccc2)CC1
 : -0.1	12.3	-0.7	4.3	-0.3	10.5	0.1	-6.5	-1.7
Cc1ccc(C2CC(=O)Oc3cc(O)ccc32)cc1 (stereo not given)
 : 0.2	14.8	3.7	22.6	1.3	-6.8	-2.9	-10.4	3.8
O=C(CSc1ccsc1[N+](=O)[O-])N1CCCCCC1
 : 0.1	4.8	3.5	3.9	-1.1	-1.0	-0.3	2.7	3.2
O=C(Nc1cccc(S(=O)(=O)N2CCCC2)c1)C1CCCN1C(=O)c1cccs1 (stereo not given)
 : 0.2	0.8	0.2	-1.8	-0.7	-4.7	-0.3	-1.8	2.1

More records follow.
Results follow in this order: Efflux pump inh	PREPL inh	TPT1 inhibitor	LYPLA2 inh	PP5 primary	GASC-1 inh	PP1 inh	HCV core dimer	CTSL1 counter
CN(C)/C=C1\C(=O)N(c2ccc(Oc3ccccc3)cc2)CS1=O (stereo not given)
 : 0.0	4.3	-0.2	-4.6	0.4	6.0	-2.1	3.0	-0.1
CSc1ccc(CNC(=O)c2ccc(NC(=O)C3=CSCCO3)cc2)cc1
 : 0.1	0.7	-0.4	0.8	1.3	-24.5	10.0	-18.4	14.7
Cc1cccn2c(=O)c3cc(C(=O)N4COCC4(C)C)sc3nc12
 : 0.3	15.4	2.9	-4.2	0.2	3.7	0.0	6.0	-6.4
O=C(Nc1ccccc1Cl)c1cc(S(=O)(=O)N2CCCC(C(=O)O)C2)ccc1F (stereo not given)
 : -0.2	9.8	-0.5	5.1	1.1	-7.7	-0.3	2.3	0.3
CCN(CC)C(=O)Oc1ccc(Cl)c2ccccc12
 : -0.1	4.0	0.1	2.9	0.9	58.6	1.1	3.3	0.4

Only part of the results is shown (hit frequency here may not be typical).
